# Mm-Cpn inhibitor: M. maripaludis TRiC chaperonin inhibition. purified Mm-Cpn ATPase, ADP Transcreener TR-FRET. Potency, µM (highest dose often 76.9 µM), for inactives: top-dose activity, negative = inhibition, hits mostly inhibitors. 330,000 compounds, 0.031% hits; also: potency is read from the fitted curve at half-maximal effect; % is scaled to controls: 0 for no effect and ±100 for the full control effect; nearly all actives have a fitted effect of over 80% in size
#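 ATPase turnover read by TR-FRET ADP competition (Eu cryptate antibody/ADP-d2, 665/590 nm): 10uM ATP final, 25nM Mm-CPN final, 30 min 37degC after 10-min compound preincubation, pH 7.4 Tris/KCl/MgCl2/DTT buffer.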
# A549 viability: A549 cytotoxicity, counter-screen for Nrf2 inhibitors | Potency, µM (titrated, usually from 46 µM), without a hit: at the highest dose activity change, negative = cytotoxicity, usual class: inhibitors | A549 ARE-Fluc cells, CellTiter-Fluor viability, 18-24 h | AID 504648 | 390,000 compounds, 0.16% hits; also: potency is read from the fitted curve at half-maximal effect; % is scaled to controls: 0 for no effect and ±100 for the full control effect
#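 Cytotoxicity counterscreen: CellTiter-Fluor fluorescence was measured in A549 ARE_Fluc cells after 18-24 h of compound exposure in a concentration series. The subsequent BugLite luminescent read reports ARE-luciferase activity.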
# pAkt inh: Akt phosphorylation inhibition; Neuro2A IGF-stimulated pAkt S473 HTRF, 20 min; hits give low values; activity change, % for hits at 50 µM; 360,000 compounds, 0.32% hits; AID 651550; in the data active = activity change below about -80%; inconclusive = mostly about -51% to -80%; also: % is scaled to controls: 0 for no effect and ±100 for the full control effect
#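 Single-point screen (50 µM final compound) in Neuro2A cells stimulated 20 min with 6 nM IGF at 37 deg C. After lysis, Ser473-phosphorylated Akt read by HTRF (ex 330 nm, em 615/665 nm) as the 665/615 ratio.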
# TGFb SMAD3 inh: blocks TGF-b signaling. HepG2 CAGA-GFP TGF-b/SMAD3 reporter, GFP fluorescence, 18 h; TGF-beta stimulated, 500 pg/mL final. Potency, µM (highest dose often 46.1 µM), for the others: top-dose activity, negative = inhibition, actives largely listed as inhibitors. 410,000 compounds, 1.2% hits. AID 588855; also: potency is read from the fitted curve at half-maximal effect; % is scaled to controls: 0 for no effect and ±100 for the full control effect; nearly all actives have a fitted effect of over 65% in size
#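 HEPG2 CAGA-GFP cells (1000/well, DMEM with 1% FBS) were pre-incubated 2 h at 37 degrees C, given compound by pin tool, then stimulated with TGF-beta at 500 pg/mL final for 18 h before per-cell GFP fluorescence imaging.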
# Nrf2 inh: Nrf2 pathway inhibition; Potency, µM (top dose mostly 46 µM), for inactives: at the highest dose activity change, negative = inhibition, most hits filed as inhibitors; 360,000 compounds, 2.1% hits; A549 ARE-Fluc reporter, luciferase luminescence, 18-24 h; also: potency is read from the fitted curve at half-maximal effect; % is scaled to controls: 0 for no effect and ±100 for the full control effect; nearly all actives have a fitted effect of over 60% in size
#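 Cells were seeded and rested 2 h, then exposed to compounds for 18-24 h. CellTiter-Fluor was read first as a viability measure. BugLite was added 15 min before the final luminescent read of ARE-luciferase activity in A549 cells.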
# HepG2 tox: HepG2 cytotoxicity, counter-screen for TGF-b inhibitors; Potency, µM (top dose mostly 46.1 µM), inactives show top-dose activity change, negative = cytotoxicity, hits mostly cytotoxic; AID 588856; 410,000 compounds, 0.76% hits; HepG2 CAGA-GFP viability, ATP luminescence, 18 h; also: potency is read from the fitted curve at half-maximal effect; some results filed as inactive show a strong effect at the top dose
#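 CellTiter-Glo luminescence gave cytotoxicity after 18 hours at 37 degrees C. The cells were HepG2 CAGA-GFP in 1% FBS DMEM, stimulated with 500 pg/mL TGF-beta after compound addition. %Activity was normalised to no-cell wells (complete cell-killing) and DMSO (no toxicity), and curves were fitted and classified.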
# S2 tox: viability counter-screen for ATXN expression inhibitors. S2 cells (HEK-293 line with an ATXN2-luciferase reporter) viability, CellTiter-Fluor protease fluorescence, 24 h. Potency, µM (top dose mostly 56.7 µM), hits mostly cytotoxic. 400,000 compounds, 0.49% hits. AID 651635; also: potency is read from the fitted curve at half-maximal effect; nearly all actives have a fitted effect of over 40% in size
# CCT modulator: modulators of cytosolic chaperonin (CCT/TRiC) activity; purified chaperonin ATPase assay, HTRF ADP detection, 30 min; activity change, % (test concentration not listed), hits read low; 360,000 compounds, 0.3% hits; AID 651819; in the data active = activity change below about -30%; also: % is scaled to controls: 0 for no effect and ±100 for the full control effect
#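 ATPase activity: ADP formed was measured by HTRF Transcreener (665/615 nm ratio) after 30 min at 37 deg C with 10 uM ATP. Compounds screened at one 76 uM concentration against 40 or 20 nM TRiC in Tris pH 7.4/KCl/MgCl2/DTT buffer.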
# Nrf2 ARE act: activators of Nrf2 (ARE) signaling. AREc32 ARE-luciferase reporter (MCF7-derived line), luminescence, 24 h. Potency, µM (titrated, usually from 46.1 µM), without a hit: at the top dose activation, actives largely listed as activators. 410,000 compounds, 0.31% hits; also: potency is read from the fitted curve at half-maximal effect; % of control where 0% means no effect; nearly all actives have a fitted effect of over 65% in size
#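 Steps: seed AREc32_Fluc cells (1000/well, 5% FBS OPTI-MEM); incubate overnight at 37 deg C; add 23 nL compound; incubate 24 hr; add Steady-Glo; hold 30 min RT; read luminescence.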
# Active calls of the source: *; i = inactive; u = inconclusive; x = not tested or not shown; & = joins results of further samples; [ ] = dose if it differs, or a comment. Unless noted, calls follow the shape of the dose curve; as a rule, active = well fitted curve in the direction sought with a large enough effect; inconclusive = small, poorly fitted or top-dose-only effect, or another doubt; inactive = no such curve, though single readings can be large; an effect the other way counts as inactive or inconclusive. The order is random; overall some 4.4% were active at least once.
SMILES,Mm-Cpn inhibitor,A549 viability,pAkt inh,TGFb SMAD3 inh,Nrf2 inh,HepG2 tox,S2 tox,CCT modulator,Nrf2 ARE act
Cc1cccc(N2CCN(C(=O)c3ccc4nc[nH]c4c3)CC2)c1C,0.0%,-4.1%,i,6.9%,4.0%,-4.3%,u,-6.5,0.1%
COC(=O)c1cc(C)sc1NC(=O)CC1Nc2ccccc2NC1=O (stereo unspecified),1.4%,-0.5%,i,-17.2%,-11.4%,-1.3%,i,0.4,-0.5%
Cn1c(SCC(=O)N2CCOCC2)nnc1-c1ccc(NC(=O)c2ccccc2F)cc1,0.3%,-0.2%,i,11.7%,-7.1%,-1.6%,i,4.6,0.4%
Cc1ccc(SCCNC(=O)/C=C/c2ccccc2Cl)cc1,0.3%,1.1%[1.84 µM],i,-5.6%,-17.4%,-19.3%,i,-0.2,-0.1%
CCn1cc(S(=O)(=O)Nc2ccc(Cl)cc2F)cn1,0.3%,8.0%,i,-22.6%,-5.4%,4.7%,i,0.8,0.2%
Cc1ccc(S(=O)(=O)c2nnn3c2nc(NCc2ccccc2)c2sccc23)cc1,x,-0.6%,x,43.1%[activator],-5.4%,-20.0%,x,x,0.4%
COc1cccc(/C=N/NC(=S)Nc2cccc(S(=O)(=O)N(C)C)c2)c1,-24.3%,1.4%,i,-21.4%,u,-26.9%,i,-0.3,0.8%
Cc1cc(S(=O)(=O)N(C)CCc2ccccc2)ccc1-n1cnnn1,0.0%,1.8%,i,5.0%,x,8.6%,i,-0.6,-0.6%
O=C(COc1ccc([N+](=O)[O-])cc1)NCc1cccnc1,1.1%,-4.1%,i,-0.8%,11.5%,-4.5%,i,0.4,1.9%
CC1CCCCC1NC(=O)c1cccc(N2C(=O)C3C4C=CC(C4)C3C2=O)c1 (stereo unspecified),-2.1%,-11.0%,i,u,-2.2%,-18.1%,i,-1.2,-0.5%
COc1ccc(C(=O)NNC(=O)C2CC=CCC2)cc1 (stereo unspecified),-3.5%,-3.7%,i,4.3%,u,-1.4%,i,0.1,3.4%
Cn1nc(C(C)(C)C)cc1C(=O)N1CCCCC1c1cc(C(=O)Nc2ccc3c(c2)OCO3)no1 (stereo unspecified),x,x,i,-11.8%,x,-17.4%,u,-0.6,0.2%[9.22 µM]
CCCn1c(N)c(C(=O)COc2ccc(Br)cc2F)c(=O)n(C)c1=O,u,-4.5%,i,-13.9%,u,-16.3%,i,-1.0,3.7%
CCCCCCSc1cccc(-c2nc3ccccn3c2NCc2ccccc2)c1,-3.5%,-1.6%,i,u,-7.9%,-29.2%,u,2.6&0.2,-0.3%&-2.0%
CCOc1cc(-c2ccccc2)nc(N)n1,-0.4%,-7.9%,i,-2.5%,u,6.6%,i,2.0,8.6%
Cc1c(N=NC2=C(O)CC(C)(C)CC2=O)c(=O)n(-c2ccccc2)n1C,-3.8%,-1.6%,i,-4.3%,-5.1%,-5.6%,i,-3.9,0.0%
Clc1ccc(C2=CSC3=NCCN23)c(Cl)c1,x,0.6%,i,-18.7%,-5.4%,-30.1%,i,-1.5,-0.7%
CCOC(=O)c1c(NC(=O)C2c3ccccc3Oc3ccccc32)sc(C(N)=O)c1C,-0.8%,u,i,1.7%,x,-14.6%,u,-1.0,-0.7%
COc1ccc(C=C(C(C)=O)C(C)=O)cc1OC,2.2%,-1.0%,i,7.1%,-23.0%,-36.2%,i,-16.1,3.6%
COc1ccc(-c2csc(NC(=O)CCNC(=O)c3ccco3)n2)cc1,x,x,i,-0.7%,x,1.4%,i,2.1,-0.1%
Cc1cc(=O)n2nc(N3CCC(C(=O)N4CCN(Cc5ccccc5)CC4)CC3)sc2n1,0.1%,1.3%,i,12.8%,-1.5%,-0.9%,i,-0.3,-0.1%
C=Cn1ccnc1CC(O)c1ccc(OC)cc1 (stereo unspecified),x,2.4%,i,12.2%,6.4%,-4.2%,i,1.3,-0.4%
Cc1c(Br)c([N+](=O)[O-])nn1CC(=O)NCc1ccccn1,-3.3%,-2.4%,i,-3.8%,7.1%,-6.4%,i,-2.0,0.2%
CCOC(=O)CSc1ncnc2c1cnn2-c1ccc(C)cc1C,2.2%,7.5%,i,0.9%,0.1%,-13.7%,i,-1.2,-0.3%
Cc1nc2ccc(N)cc2c(=O)n1Cc1ccc(Cl)cc1,0.2%,0.6%,i,-5.2%,20.9%,-18.3%,i,2.9,2.2%
O=C(N/N=C\c1ccc(-c2ccccc2[N+](=O)[O-])o1)C1COc2cc3ccccc3cc2O1 (stereo unspecified),-17.7%,-2.9%,i,-23.2%,x,2.4%,i,1.1,9.4%
Cc1ccc(C)c(S(=O)(=O)Nc2ccc(C(=O)NCCCN3CCOCC3)cc2)c1,-7.5%,1.1%,i,-12.9%,-2.1%,-2.9%,i,-2.1,-0.8%
Cc1ccc(C(=O)OCC(=O)NC(=O)c2cccn2C)cc1[N+](=O)[O-],0.1%,-1.5%,i,2.1%,-8.9%,-6.5%,i,-2.0,0.3%
COC(=O)c1ccc(OCCN2C3=NCCN3c3ccccc32)cc1,-1.3%,5.4%,i,1.3%,1.9%,-26.7%,i,-0.7,0.2%
CCOC(=O)NC1(C(F)(F)F)C(=O)N(Cc2ccccc2)C2=C1C(=O)CC(C)(C)C2 (stereo unspecified),-2.8%,-3.5%,x,-7.3%,5.6%,-15.0%,x,0.1,-0.3%
COCn1c(-c2cccc(Br)c2)nc2ccccc21,-1.5%,9.9%,i,2.7%,u,3.5%,i,1.4,7.8%
Cc1cc(CNC(=O)c2cccc(OC3CCN(S(=O)(=O)N(C)C)CC3)c2)on1,-2.8%,-2.5%,i,-20.5%,u,0.7%,i,0.5,2.4%
COc1ccc(OC)c(-c2noc(N3CCN(c4cc(C)ccc4C)CC3)n2)c1,x,-3.1%,x,u,3.1%,-4.0%,i,x,0.2%
Cc1cc(CC(C)C)n(-c2nc3ccccc3c(=O)n2OCC(N)=O)n1,1.1%,1.1%,i,1.3%,u,-4.1%,i,-6.5,1.7%
O=C(NCC(c1ccco1)N1CCN(c2ccccc2)CC1)c1ccc2c(c1)OCO2 (stereo unspecified),-8.0%,4.6%,i,3.2%,u,3.0%,i,2.0,0.8%
COc1ccc2[nH]c(=O)c(C(c3nnnn3C3CCCC3)N3CCN(Cc4ccc5c(c4)OCO5)CC3)cc2c1 (stereo unspecified),1.4%,-25.0%,i,-9.3%,5.2%,1.6%,i,1.2,-0.5%
CCc1ccc(Nc2n[n+](-c3ccccc3)c(-c3ccc(C(=O)O)cc3)s2)cc1,-4.1%,1.4%,i,-1.0%,24.5%,6.1%,i,1.6,4.6%
Nc1c(Cl)ncnc1N1CCN(c2ncnc(Cl)c2N)CC1,-1.8%,1.3%,i,-6.1%,-2.6%,9.1%,i,-0.1,2.7%
Cc1ccc(C)c(-c2nnc(NC(=O)c3ccco3)o2)c1,0.3%,u,i,-12.8%,u,-31.8%,i,0.9,3.3%
CCC1(C)Cc2c(sc3nc(SC)n(-c4ccc(C)cc4)c(=O)c23)CO1 (stereo unspecified),x,-1.1%,x,u,4.1%,-6.4%,i,x,-0.1%
CN(C)c1cc[n+](CC(=O)N2c3ccccc3Sc3ccccc32)cc1,3.1%,0.0%,i,0.0%,u,-13.0%,i,-5.3,-0.4%
Cc1csc2c(=O)sc(NC(=O)c3cccs3)nc12,0.8%,-10.6%,i,-0.7%,u,-4.4%,i,-1.6,3.55µM*
CCOCc1c(C(=O)NCC(c2ccco2)N2CCCC2)oc2ccccc12 (stereo unspecified),-0.8%,0.9%,i,-4.0%,3.1%,-6.9%,i,-2.3,7.3%
CC1=C(C(=O)N(C)C)CC(CC(=O)NCc2ccco2)C(=O)N1Cc1ccccc1 (stereo unspecified),x,x,i,10.5%,x,-1.3%,i,-0.9,0.3%
Cc1cccc(CNC(=O)CN2C(=O)CCn3nc(-c4cn(C)c5ccccc45)cc32)c1,x,9.8%,x,u,x,0.4%,i,x,3.6%
Cc1ccc(S(=O)(=O)N2C[C@]3(O)C[C@@H]4C(=O)N(c5ccccc5)C(=O)[C@@H]4C[C@]3(OC(=O)NCc3ccccc3)C2)cc1,x,x,i,3.6%,x,1.5%,i,2.3,0.5%
C[C@@H]1CC[C@H](Cc2ccc(-n3cccc3)cc2)N1C(=O)OC(C)(C)C,x,x,i,-2.7%,x,-40.2%,i,1.0,4.6%
O=C(NCCCN1CCOCC1)c1cnccn1,0.3%,-0.1%,i,6.7%,5.2%,17.9%,i,-2.0,-0.5%
Cc1cccc(-c2cc3nc(-c4ccccc4)cc(=O)n3[nH]2)c1,-1.8%,-23.2%,i,0.0%,u,4.0%,i,1.3,5.8%
CCOC(=O)Nc1ccccc1N1C(=O)c2ccccc2C1=O,-0.9%,-2.5%,i,-0.9%,1.6%,-22.6%,i,2.2,0.1%
CCOC(=O)c1ccc(Nc2nc3ccccc3n3c(C)nnc23)cc1,x,1.7%,x,19.9%,u,-6.6%,i,x,-0.1%

# Reprinted at random: two entries already listed.
SMILES,Mm-Cpn inhibitor,A549 viability,pAkt inh,TGFb SMAD3 inh,Nrf2 inh,HepG2 tox,S2 tox,CCT modulator,Nrf2 ARE act
CCOC(=O)CSc1ncnc2c1cnn2-c1ccc(C)cc1C,2.2%,7.5%,i,0.9%,0.1%,-13.7%,i,-1.2,-0.3%
Cc1ccc(SCCNC(=O)/C=C/c2ccccc2Cl)cc1,0.3%,1.1%[1.84 µM],i,-5.6%,-17.4%,-19.3%,i,-0.2,-0.1%
